Assay outcomes: PubChem, Sanford-Burnham Center for Chemical Genomics
APJ agonist = agonists of human apelin receptor APJ, primary screen, CHO-K1 cells, PathHunter beta-arrestin, luminescence; P35414; 0% DMSO wells, 100% apelin; activation, % at 20 µM; 330,000 tested, 0.11% active;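 active = activation more than six SD over the plate average, tested at 20 µM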;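 note: 0% = DMSO alone and 100% = apelin-13 at 10 nM; some results filed as inactive read as strong as hits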
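Material: CHO-K1 APJ beta-arrestin complementation cell line; Input: cell density 1000 per well; Incubation: compound stimulation 90 min at 25 °C, detection 60 min; Signal: luminescence from split beta-galactosidase complementation, Galacton Star/Emerald II substrate; Controls: DMSO-only wells as negative, 10 nM Apelin-13 as positive control.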
CXCR6 inh = CXCR6 receptor inhibitors, primary screen, cell-based, beta-arrestin, luminescence, CHO-K1 PathHunter, 1536-well. C-X-C chemokine receptor type 6 (Homo sapiens), O00574. inhibition, % at 20 µM. 360,000 tested, 0.36% active; in the data active = inhibition above about 34%, passing the limit was not always enough;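 note: antagonist mode with CXCL16 agonist at 10 nM final; 0% = 10 nM CXCL16 with DMSO and 100% = unstimulated wells without agonist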
tim23-1 inh = growth inhibitors of tim23-1 mutant yeast, primary screen, luminescence, uHTS; S. cerevisiae tim23-1 growth, BacTiter-Glo luminescence, 24 h; inhibition, % at 20 µM; 330,000 tested, 1.3% active; AID 463212, 2010;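 active = growth inhibition of the mutant yeast at or above 50%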;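 note: temperature-sensitive mutant grown at 25 °C; plate controls were DMSO-treated mutant yeast for no effect and medium wells lacking yeast for full effect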
APJ antag = antagonists of human apelin receptor APJ, primary screen, CHO-K1 cells, beta-arrestin complementation, luminescence; P35414; inhibition, % at 20 µM; 330,000 tested, 0.32% active;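 active = inhibition above about 40% at 20 µM, limit read from the data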;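 note: cells challenged with 10 nM apelin-13 agonist together with compound; plate controls were apelin-13 plus DMSO wells for no effect and DMSO wells lacking apelin-13 for full effect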
EBI2 antag = EBI2 receptor antagonists, beta-arrestin recruitment, primary screen, cell-based, luminescence, 7a,25-OHC stimulation, uHTS; inhibition, % at 5 µM; 7a,25-OHC stimulated; 360,000 tested, 0.81% active; AID 651636, 2012; in the data active = inhibition above about 38%;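 note: enzyme fragment complementation signal reports receptor beta-arrestin coupling in cells; 0% = agonist plus DMSO wells and 100% = wells without agonist; some results beyond the cut were filed as inactive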
Target sequence (P32249 whole entry, looked up, the tested form may be a part): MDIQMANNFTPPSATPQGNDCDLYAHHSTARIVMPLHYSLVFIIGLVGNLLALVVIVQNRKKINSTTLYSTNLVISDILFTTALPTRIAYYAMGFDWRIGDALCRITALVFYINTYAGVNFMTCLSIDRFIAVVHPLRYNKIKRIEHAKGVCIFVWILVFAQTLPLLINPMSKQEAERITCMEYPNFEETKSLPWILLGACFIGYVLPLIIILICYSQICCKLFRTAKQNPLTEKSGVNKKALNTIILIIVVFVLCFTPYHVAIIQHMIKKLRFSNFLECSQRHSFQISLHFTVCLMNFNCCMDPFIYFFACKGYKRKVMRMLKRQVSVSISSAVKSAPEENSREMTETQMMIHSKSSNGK
XBP1 UPR activ = activators of adaptive XBP1 UPR arm, primary screen, cell-based, CHO-XBP1 luciferase reporter, luminescence, uHTS; AID 463104, 2010; activation, % at 20 µM; IRE1-XBP1 UPR activation; percent of tunicamycin response, DMSO as zero; 330,000 tested, 0.33% active;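 active = versus positive control, 20 µM dose yields 30% or more activation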;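 note: 100% = tunicamycin at 10 µg/mL and 0% = DMSO only wells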
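Material: CHO-XBP1 cells stably carrying IRE1-XBP1-driven luciferase reporter | Medium: F12 with 10% serum | Compound dosing: 20 µM single concentration, DMSO 1% | Incubation: Overnight seeding at 37 °C, 6 h compound treatment at 37 °C | Detection: Steady-Glo luminescence read | Read-out basis: % activation of reporter signal versus tunicamycin and DMSO controls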
Mdm2 MdmX PPI = inhibitors of human Mdm2-MdmX association, primary screen, cell-based, luminescence, split luciferase, SaOS-2, uHTS; Protein Mdm4 (Homo sapiens) + E3 ubiquitin-protein ligase Mdm2 (Homo sapiens), …; SaOS-2 split-luciferase Mdm2/MdmX complementation; inhibition, % at 8 µM; 330,000 tested, 3% active; AID 485346, 2010;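 active = inhibition of at least 50% at 8 µM in the primary screen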
CHOP UPR activ = activators of apoptotic CHOP UPR arm, primary screen, cell-based, CHO-CHOP luciferase reporter, luminescence, uHTS | UPR activation; percent of tunicamycin response over DMSO baseline | activation, % at 10 µM | 330,000 tested, 0.34% active;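 active = at 10 µM dose, activation of 40% or more, normalized to positive control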;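 note: 100% = tunicamycin at 10 µg/mL and 0% = DMSO alone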
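Material: CHO-CHOP cells, stable luciferase reporter of PERK-eIF2a-CHOP signalling; quantity: 500 reporter cells seeded per well; buffer or medium: F12 medium containing 10% fetal bovine serum; compound: one dose, 10 µM in 0.5% DMSO; incubation: 6 h compound treatment, 37 °C; measured by: Steady-Glo luciferase luminescence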
CCR6 antagonist = CCR6 receptor antagonists, primary screen, cell-based, CHO-K1, luminescence, beta-arrestin, uHTS; C-C chemokine receptor type 6 (Homo sapiens), P51684; 340,000 tested, 0.49% active; inhibition, % at 20 µM; CHO-K1 CCR6 PathHunter beta-arrestin, CCL20-stimulated;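 active = compounds whose inhibition of the agonist-driven luminescence signal at 20 µM reaches about 50%, limit read from the data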;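 note: cells stimulated with CCL20 at 14 nM final; plate controls were DMSO with CCL20 for no effect and DMSO without agonist for full effect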
Target sequence (P51684 whole entry, looked up): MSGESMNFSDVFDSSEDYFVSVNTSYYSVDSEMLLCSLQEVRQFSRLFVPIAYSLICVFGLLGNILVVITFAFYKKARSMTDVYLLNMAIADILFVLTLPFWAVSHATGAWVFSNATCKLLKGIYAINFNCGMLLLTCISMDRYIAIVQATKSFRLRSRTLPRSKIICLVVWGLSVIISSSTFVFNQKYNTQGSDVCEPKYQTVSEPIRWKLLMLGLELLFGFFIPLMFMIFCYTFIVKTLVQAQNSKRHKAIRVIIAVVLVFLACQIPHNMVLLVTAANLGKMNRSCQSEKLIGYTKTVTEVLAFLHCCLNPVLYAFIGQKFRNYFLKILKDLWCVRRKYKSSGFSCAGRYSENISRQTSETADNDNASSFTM
The depositor's hits bear a star; · = no result given. A portion of the library (hit frequency here may not be typical).

Molecule	APJ agonist	CXCR6 inh	tim23-1 inh	APJ antag	EBI2 antag	XBP1 UPR activ	Mdm2 MdmX PPI	CHOP UPR activ	CCR6 antagonist
Cn1nc(-c2ccccc2)cc1NS(=O)(=O)c1ccccc1	-4.3	-4.3	6.3	21.2	-3.2	1.4	8.6	0.6	-5.1
COc1ccc(C(=O)C2CCCN(C3Cc4ccccc4C3)C2)c(OC)c1 (configuration not stated)	-3.7	6.6	8.0	18.8	0.3	-4.9	7.9	-0.9	-7.2
COCCNC(=O)CN1CCC(NC(=O)Nc2ccccc2)CC1	-2.6	-5.8	-4.3	0.2	7.9	-1.9	0.2	-0.2	-4.1
O=C(Cc1ccc(F)cc1)N/N=C/c1ccncc1	-0.3	-3.6	5.0	3.9	-5.5	0.3	22.5	5.5	0.7
O=C1CCCN1c1ccc(S(=O)(=O)Nc2ccc3c(c2)OCCO3)cc1	-5.1	-2.9	2.0	1.4	-6.4	0.1	68.1*	-0.2	8.9
CCCCCCCC(=O)NN1CCOCC1	-3.8	2.7	-18.3	5.5	2.7	-2.5	-6.0	-0.6	10.7
COc1ccc(NC(=O)CN2CCC(C)CC2)c([N+](=O)[O-])c1	0.3	-6.5	-0.1	-0.1	-0.4	-0.5	0.3	-0.1	7.2
O=C(Nc1ccc(Br)cc1)c1cc(-c2ccncc2)nc2ccccc12	-1.0	1.4	18.0	3.6	-6.6	122.0*	62.4*	66.9*	-3.2
COc1ccc(C2CC(c3cccs3)=NN2C(=O)CSc2nc3c(cnn3-c3ccccc3)c(=O)[nH]2)cc1 (configuration not stated)	1.4	-5.4	0.4	5.5	10.0	0.0	16.6	4.3	2.2
c1ccc2nc(-c3ccc(-n4ccnc4)cc3)ccc2c1	-3.2	8.8	28.7	9.4	-0.8	-1.9	-240.7	4.2	15.8
COc1ccc(F)cc1S(=O)(=O)NCC(c1ccc2c(c1)OCO2)N1CCN(C)CC1 (configuration not stated)	4.4	-1.5	-9.7	-0.8	-2.3	-2.4	6.3	-1.2	9.6
CC(=O)N1CCC(C(=O)OCc2ccccc2F)(c2ccccc2)CC1	-3.4	2.5	20.3	-5.1	-3.0	1.8	25.4	-1.8	13.8
C#CCOCCOCCOCCNc1nc(N2CCN(C(=O)CCCCCCCCCCNC(=O)[C@H](CCCCN)n3cc(CCCC(=O)O)nn3)CC2)nc(N2CCN(C(=O)CCCCCCCCCCNC(=O)[C@H](CCCCN)n3cc(CCCC(=O)O)nn3)CC2)n1	-2.5	-9.9	32.6	16.7	-8.3	-0.3	20.5	0.7	-1.4
O=C1CCC(C(=O)O)N1 (configuration not stated)	-5.5	-0.4	13.1	17.4	-12.1	0.8	11.2	-0.8	-2.1
CN(CC(=O)Nc1cccc(F)c1)C(=O)c1cc(-c2ccco2)nc2ccccc12	-2.2	10.8	25.7	-1.3	19.0	-4.6	6.3	-0.2	26.7
S=C(NCCSCc1ccc(Cl)cc1Cl)Nc1ccccc1	2.7	-7.0	0.1	8.9	14.2	-1.0	24.8	-1.7	17.6
COc1ccc(NC(=O)c2ccsc2NC(C)=O)cc1	-1.1	-7.1	17.1	0.8	0.1	-0.3	-22.6	0.2	-7.2
CN1CCN(S(=O)C23CC4CC(CC(C4)C2)C3)CC1 (configuration not stated)	-2.2	2.9	9.3	-2.8	-6.3	-0.7	0.4	0.3	6.3
CC(=O)N1CCC(N(CCN2CCOCC2)C(=S)Nc2cccc(C)c2)CC1	-2.5	4.8	0.2	7.1	-2.0	-3.0	9.7	0.1	2.0
COc1cccc2c1OCC(CN1CCN(C3CCCCC3)C(CCO)C1)=C2 (configuration not stated)	-2.3	2.0	16.3	7.2	-16.6	1.1	-1.8	-1.7	-3.4
CN(CCO)C1=CC(=O)CC(C)(C)C1	6.3	8.1	1.8	-4.5	2.5	-0.8	6.5	2.4	12.0
O=C(Cc1ncon1)Nc1ccc(F)c(F)c1F	-2.2	3.0	-5.2	7.0	-14.3	0.3	15.3	0.6	9.4
CC1CCN(C(=O)c2cc3nc(C4CC4)cc(C(F)(F)F)n3n2)CC1	1.2	-39.1	26.7	1.7	-0.7	0.0	0.1	0.7	-1.1
Cc1ccc(C(=O)COC(=O)CCN2C(=O)C3C4CC(C(Br)C4Br)C3C2=O)cc1 (configuration not stated)	3.8	-16.9	18.9	-12.7	-6.3	-0.4	25.2	-0.2	-3.5
CCCc1nn(C)c(C(=O)Nc2ccc(C)c(C)c2)c1Cl	0.6	-1.6	2.9	-7.8	9.0	2.6	-25.9	5.3	21.1
COc1ccc(C)cc1C(=O)CCC(=O)NC1CCCCC1	-4.4	4.2	10.7	-1.2	3.3	-3.1	-18.8	1.2	2.4
Cc1ccc(Cn2cc(/C=N/NC(=O)Cc3nnc(NC(=O)c4ccc(C)cc4)s3)c3ccccc32)cc1	-2.4	10.0	-11.2	10.1	2.7	1.2	16.9	3.7	16.7
Cc1cc(C)n2nc(SCC(=O)Nc3ccccc3F)nc2n1	0.9	0.0	7.7	-1.3	-10.7	-1.0	2.2	-0.2	7.1
OCCn1ccc(-c2ccccc2OCc2ccc(F)cc2)n1	0.3	2.9	11.3	12.8	-16.1	-1.1	13.8	-0.1	6.7
COC(=O)c1cc(NS(=O)(=O)c2ccc(N3CCCCC3)c([N+](=O)[O-])c2)cc(C(=O)OC)c1	-2.6	16.3	17.7	24.5	3.1	-1.4	0.5	-0.2	26.6
C=CCc1c(C)nc2cc(-c3ccc(C)cc3)[nH]n2c1=O	1.2	-8.3	-21.6	0.1	-0.1	-9.3	-56.8	-2.8	5.3
O=C(NN1CCCCC1)c1cccc(COc2ccc(Cl)cc2)c1	1.5	-4.0	23.6	-12.8	4.4	0.5	-93.9	4.4	11.9
O=C1OC(N2C(=O)CC[C@H]2C(=O)Nc2ccc3c(c2)OCO3)c2ccccc21 (some centres not stated)	-0.6	-3.2	-8.7	-35.5	2.3	-0.6	4.2	-0.9	-6.9
O=C(/C=C\N1CCOCC1)c1ccc(Br)cc1	1.4	-5.4	27.4	14.7	-3.6	-2.4	-5.8	7.3	4.8
Cc1cccc(C)c1OCC(O)CNC(C)(C)C (configuration not stated)	-1.4	0.4	0.1	2.6	-11.6	-0.3	19.3	3.8	9.1
Fc1ccccc1N1CCN(CC2CC3C=CC2C3)CC1 (configuration not stated)	-5.5	-6.9	-62.9	16.9	3.8	0.3	-30.8	-1.0	-3.5
CCOC(=O)c1c(NC(=O)CCS(=O)(=O)c2ccccc2)sc2c1CCN(C(C)C)C2	4.9	-0.5	11.5	13.8	-3.3	-2.7	26.9	0.1	4.6
CN1CCN(S(=O)(=O)c2ccc(-c3noc(C4CCN(S(C)(=O)=O)CC4)n3)cc2)CC1	-3.3	-2.7	-5.5	7.6	2.6	-3.2	-4.9	1.3	-6.4
COc1ccc(OC)c(NC(=O)c2cnc(Nc3ccccc3OC)c3ccccc23)c1	3.6	0.6	39.8	-9.9	-0.8	-0.5	44.3	6.5	21.6
COC(=O)Cc1ccc(NC(=S)Nc2ccccn2)cc1	-0.4	2.1	17.5	-4.2	2.0	-4.5	-21.3	3.1	-4.5
O=C(CN1CCCCCC1)NN(Cc1ccccc1)c1ccccc1	-5.3	5.5	9.5	33.3	-3.1	-0.6	37.3	0.9	20.2
CC(C)(C)c1ccc(C(=O)NCCC(=O)N2CCCC2)cc1	-0.3	-0.7	-0.3	-5.9	2.3	-2.0	-80.1	4.2	4.1
COc1ccc(C(=O)Oc2ccc(C(=S)N3CCCC3)cc2)cc1OC	-0.9	·	18.0	2.9	·	-2.4	4.6	-0.3	·
CC(=O)Nc1ccc(NC(=O)c2ccnn2C)cc1	-1.0	-4.4	1.8	2.3	-15.1	0.5	15.3	2.8	-18.5
CN(C)/C=C(/C(=O)c1ccc(Cl)cc1)S(=O)(=O)c1ccc(Cl)cc1	-2.4	5.6	40.3	4.1	-4.8	-1.2	4.3	-0.9	11.7
CCc1ccc2[nH]c3nc(SCc4nnc(-c5ccccc5)o4)nnc3c2c1	1.5	-7.5	-9.6	1.7	9.2	2.7	56.1*	-1.5	1.3
Cc1ccc(S(=O)(=O)NCC(=O)OCC(=O)NCc2ccc(F)cc2)cc1	-2.9	-1.7	7.0	1.5	-1.2	1.0	-44.7	0.5	-0.2
CCNc1nc(NCC)nc(Oc2ccc(OCC)nn2)n1	-4.8	0.6	0.4	8.4	0.7	-0.5	21.2	-3.4	-1.3
Cc1cc(NC(=O)CCC(=O)N(c2cccc(F)c2)C(C(=O)NC2CCCC2)c2ccncc2)no1 (configuration not stated)	0.5	1.3	2.1	21.3	-1.0	-4.2	-20.0	-0.7	-6.6
Brc1nc(Br)n(Cc2ccccc2)n1	-3.9	-6.6	-13.8	-14.0	-0.4	-2.1	-28.4	4.5	-2.9
CO/N=C/Cc1c([N+](=O)[O-])c(C)nn1C	-1.9	8.7	-2.2	3.8	-1.7	-3.1	-7.2	0.9	11.9
COc1ccccc1C1(O)CCN(CC(=O)Nc2c(C)nn(C)c2C)CC1	-3.9	-4.3	5.1	-8.0	-9.3	-1.2	0.0	0.7	9.1
COc1ccccc1C(=O)COC(=O)Cn1[nH]c(=O)c2ccccc2c1=O	1.1	-7.9	-0.5	23.1	3.2	-1.4	-24.7	0.8	6.1
O=C(COC(=O)c1cc([N+](=O)[O-])ccc1NCCO)c1ccc(Cl)cc1	1.8	4.4	18.5	12.6	-3.5	7.0	15.5	-0.4	9.5
CCOC(=O)N1CCC(c2cc(=O)n3[nH]cc(C(=O)OC)c3n2)CC1	-2.3	1.7	1.9	-81.8	-0.4	-2.3	-11.9	-0.3	-3.6
NC(=Nc1ccccc1)Nc1ccccc1	-0.3	-2.4	2.6	6.4	1.9	-0.9	-11.8	0.7	3.5
